# Screening data as filed in PubChem.
# NALP3 yeast inh – blocks the NALP3 inflammasome reconstituted in yeast; Yeast reconstituted NLRP3/ASC/caspase-1, beta-gal luminescence, 24 h; inhibition, % at 10 µM; actives 0.39% (n = 330,000);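 active = inhibition of 50% or more; inactive = inhibition below 50%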;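 also: plate controls were induced DMSO wells for no effect and uninduced yeast grown without galactose for full effect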
# TIM10 inh – TIM10 yeast growth inhibition. actives 1.4% (n = 330,000). AID 463195. S. cerevisiae TIM10 strain growth, BacTiter-Glo luminescence, 24 h. inhibition, % at 10 µM;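 active = inhibition of 40% or more at the single tested concentration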;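 also: wild-type TIM10 isogenic control strain grown at permissive 25 °C; 0% = DMSO yeast wells and 100% = minimal medium wells without yeast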
# APJ ag – APJ receptor agonism. actives 0.11% (n = 330,000). activation, % at 20 µM. AID 2520. P35414. CHO-K1 APJ PathHunter beta-arrestin, luminescence; 0% DMSO wells, 100% apelin;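 active = activation more than six SD over the plate average, tested at 20 µM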;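 also: 0% = DMSO alone and 100% = apelin-13 at 10 nM; some results filed as inactive read as strong as hits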
#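 Test system – PathHunter CHO-K1 APJ (AGTRL-1) beta-arrestin reporter cells · Input – 1000 cells/well · Compound – single test compound dose, 20 µM final, 1% DMSO · Times – compound stimulation 90 min at 25 °C, detection 60 min · Technique – beta-gal luminescence · Read-out basis – APJ–arrestin association signal · Control set – negative DMSO alone, positive Apelin-13 at 10 nM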
# tim23-1 inh – tim23-1 yeast growth inhibition; S. cerevisiae tim23-1 growth, BacTiter-Glo luminescence, 24 h; inhibition, % at 20 µM; actives 1.3% (n = 330,000); AID 463212;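 active = growth inhibition of the mutant yeast at or above 50%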;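 also: temperature-sensitive mutant grown at 25 °C; plate controls were DMSO-treated mutant yeast for no effect and medium wells lacking yeast for full effect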
# Mdm2 MdmX PPI – inhibitors of human Mdm2/MdmX interaction; O15151+Q00987; SaOS-2 split-luciferase Mdm2/MdmX complementation, luminescence; inhibition, % at 8 µM; actives 3% (n = 330,000);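 active = inhibition of at least 50% at 8 µM in the primary screen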
# Target sequence (O15151 whole entry, looked up): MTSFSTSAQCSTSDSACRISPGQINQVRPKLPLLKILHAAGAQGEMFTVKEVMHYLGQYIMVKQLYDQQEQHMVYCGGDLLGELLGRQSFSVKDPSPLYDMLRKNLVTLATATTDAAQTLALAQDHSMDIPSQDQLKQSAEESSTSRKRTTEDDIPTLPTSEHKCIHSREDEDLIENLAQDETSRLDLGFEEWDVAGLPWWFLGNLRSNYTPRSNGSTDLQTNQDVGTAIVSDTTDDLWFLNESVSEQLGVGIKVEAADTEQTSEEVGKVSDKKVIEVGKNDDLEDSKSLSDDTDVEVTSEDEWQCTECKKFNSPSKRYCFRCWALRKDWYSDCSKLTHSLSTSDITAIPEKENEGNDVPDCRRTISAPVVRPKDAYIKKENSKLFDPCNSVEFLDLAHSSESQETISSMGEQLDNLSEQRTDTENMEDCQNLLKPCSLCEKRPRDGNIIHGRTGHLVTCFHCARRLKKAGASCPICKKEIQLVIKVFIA
# Target sequence (Q00987 whole entry, looked up): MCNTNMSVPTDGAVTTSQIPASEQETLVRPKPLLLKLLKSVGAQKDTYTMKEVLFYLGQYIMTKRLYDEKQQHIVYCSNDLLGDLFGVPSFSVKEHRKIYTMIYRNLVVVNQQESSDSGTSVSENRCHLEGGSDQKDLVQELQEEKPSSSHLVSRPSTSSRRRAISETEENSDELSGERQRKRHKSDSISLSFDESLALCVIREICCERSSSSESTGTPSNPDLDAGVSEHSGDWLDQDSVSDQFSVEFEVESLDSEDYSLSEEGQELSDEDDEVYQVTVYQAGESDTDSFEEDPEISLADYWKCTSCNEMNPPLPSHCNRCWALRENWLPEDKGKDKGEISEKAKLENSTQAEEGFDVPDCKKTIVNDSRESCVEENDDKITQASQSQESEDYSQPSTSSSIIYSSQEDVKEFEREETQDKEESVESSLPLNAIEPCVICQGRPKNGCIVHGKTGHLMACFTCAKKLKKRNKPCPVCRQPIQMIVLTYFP
# GRIN3A LBD mod – modulates the human NR3A ligand-binding domain | actives 2.5% (n = 340,000) | Tm shift relative to glycine control, % at 25 µM | NR3A LBD differential scanning fluorimetry, Tm shift; 0% = protein alone, 100% = glycine-bound protein;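 active = melting temperature shift of at least 10% of the positive control shift, at one fixed dose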
# UPR XBP1 act – adaptive UPR (XBP1) activation; CHO-XBP1 luciferase reporter, IRE1-XBP1 UPR activation, luminescence; percent of tunicamycin response, DMSO as zero; activation, % at 20 µM; actives 0.33% (n = 330,000); AID 463104;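 active = versus positive control, 20 µM dose yields 30% or more activation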;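 also: 100% = tunicamycin at 10 µg/mL and 0% = DMSO only wells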
#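 Material: CHO cell line with stable XBP1 luciferase reporter; schedule: 16-18 h cell attachment at 37 °C, then 6 h compound exposure; signal: glow luminescence from Steady-Glo reagent; medium: serum-containing F12 medium, 10% FBS; benchmarks: tunicamycin 10 µg/mL and vehicle-only wells; read-out: percent activation relative to tunicamycin reference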
# tim10-1 inh – tim10-1 yeast growth inhibition; S. cerevisiae tim10-1 ts strain growth, BacTiter-Glo, 24 h; inhibition, % at 20 µM; actives 2.2% (n = 330,000);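 active = inhibition of at least 40%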;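 also: mutant grown at 25 °C; 0% = DMSO wells with yeast and 100% = wells holding no yeast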
# CHOP UPR activ – activators of apoptotic arm of unfolded protein response (CHOP). actives 0.34% (n = 330,000). CHO-CHOP luciferase reporter, UPR activation, luminescence; percent of tunicamycin response over DMSO baseline. AID 449763. activation, % at 10 µM;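 active = at 10 µM dose, activation of 40% or more, normalized to positive control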;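 also: 100% = tunicamycin at 10 µg/mL and 0% = DMSO alone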
#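 System: CHO CHOP reporter cells. Amount: 500 cells per well. Buffer or medium: F12 medium, 10% FBS. Compound dosing: one dose, 10 µM in 0.5% DMSO. Incubation: 6 h compound exposure at 37 °C after overnight seeding. Technique: Steady-Glo luciferase luminescence. Benchmarks: tunicamycin and DMSO controls.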
# Active calls of the source: *; · = not tested or not shown.
SMILES,NALP3 yeast inh,TIM10 inh,APJ ag,tim23-1 inh,Mdm2 MdmX PPI,GRIN3A LBD mod,UPR XBP1 act,tim10-1 inh,CHOP UPR activ
Cc1ccc(/C=C/C(=O)O)cc1S(=O)(=O)N1CCCc2ccccc21,7,-1,-3,4,10,1,-2,1,1.0
CCC1(c2ccc(F)cc2)NC(=O)N(CC(=O)N2CCN(C(=O)c3cccs3)CC2)C1=O (stereo not given),2,-3,-2,-12,10,3,1,-14,2.5
Cc1cccc(-n2c(Cc3ccccc3)nnc2SCC(=O)N2CCOCC2)c1,4,5,-1,15,-4,1,-1,15,0.4
O=C(NCC1CCCO1)c1ccc(NS(=O)(=O)c2cccc([N+](=O)[O-])c2)cc1 (stereo not given),-5,7,-2,-4,-3,0,-2,7,0.5
CC(=O)c1cccc(NC(=O)c2cccc3ccccc23)c1,19,12,-4,30,18,1,2,23,3.0
CCOC(=O)/C(=C\c1ccc(OC)c(OC)c1)C(=O)c1cccnc1,27,50*,3,59*,-30,1,-2,35,-1.0
O=S(=O)(c1ccccc1)c1nc(-c2cccs2)oc1NCC1CCCO1 (stereo not given),19,9,2,32,25,-3,-7,18,0.2
O=C(c1ccc2c(c1)OCO2)N(c1ccc(F)cc1)C1C=CS(=O)(=O)C1 (stereo not given),-2,-3,-5,-7,-6,-1,-3,-2,1.3
COc1ccc(CC(=O)N2N=C(C)CC2(O)c2cccnc2)cc1OC (stereo not given),-5,8,-3,2,14,2,-3,13,0.9
COCCCn1c(=NC(C)=O)c(C#N)cc2c(=O)n3cccc(C)c3nc21,-4,-12,-1,-4,10,1,0,13,-1.1
CCOc1ccc(NC(=O)CSC2=NCCN2)cc1,10,6,-3,6,-13,1,-2,9,-1.4
CCN(CC(=O)Nc1cc(Cl)ccc1C)C(=O)CN1C(=O)NC2(CCCC2)C1=O,-1,0,5,8,14,1,-2,9,0.9

# Three entries already listed, arranged by their value in UPR XBP1 act, lowest first:
SMILES | UPR XBP1 act
COc1ccc(CC(=O)N2N=C(C)CC2(O)c2cccnc2)cc1OC (stereo not given) | -3
Cc1ccc(/C=C/C(=O)O)cc1S(=O)(=O)N1CCCc2ccccc21 | -2
CCC1(c2ccc(F)cc2)NC(=O)N(CC(=O)N2CCN(C(=O)c3cccs3)CC2)C1=O (stereo not given) | 1

# Carrying on.
SMILES,NALP3 yeast inh,TIM10 inh,APJ ag,tim23-1 inh,Mdm2 MdmX PPI,GRIN3A LBD mod,UPR XBP1 act,tim10-1 inh,CHOP UPR activ
COc1cccc(/C=C2\C=C(c3ccc(C)cc3)OC2=O)c1OC(C)=O,31,22,-4,27,16,0,-1,15,5.4
Cc1occc(=O)c1OCc1ccc(F)cc1,15,1,-1,4,-1,1,0,1,3.1
O=C(Nc1ccccc1)c1ccc2c(c1)OCO2,50,4,-4,49,-11,-2,1,-1,6.1
CCOc1ccc(S(=O)(=O)NCc2cccnc2)c2ccccc12,9,10,1,21,12,1,0,27,1.1
O=C(Nc1ccccc1C(=O)Nc1nncs1)c1ccccc1,13,9,-3,-6,23,-6,0,-10,-0.3
CC(=O)Nc1ccc(S(=O)(=O)N2CCC3(CC2)OCCO3)cc1,25,7,-4,-4,-4,0,-1,-14,-0.9
COc1ccc(CN(C(=O)c2snc(C(N)=O)c2N)C(CC(C)C)C(=O)NC2CCCCC2)cc1 (stereo not given),17,19,2,29,4,0,-5,0,2.2
COc1ccc(OC)c(N(/C(N)=N/c2nc(C)cc(C)n2)S(=O)(=O)c2ccc(NC(C)=O)cc2)c1,-12,-23,1,-24,63*,-3,5,-12,11
CSc1ccc(CN(C)C(=O)c2cc(S(=O)(=O)NCc3ccccc3)ccc2C)cc1,19,13,5,25,11,-2,-3,26,1.9
CCCCNC(=S)N(C)/N=C/c1ccccc1F,-38,12,-3,23,22,-1,-4,17,0.4
CC(C)NC(=O)Nc1cccc2c1O[C@H](CN(C)S(C)(=O)=O)[C@@H](C)CN([C@H](C)CO)C2=O,7,0,-4,-5,7,0,-3,-1,2.7
CCC(C)n1c(=O)c(C(=O)Nc2ccccc2S(N)(=O)=O)c(O)c2ccccc21 (stereo not given),24,38,5,54*,57*,-2,-1,33,3.2
Nc1ccccc1-c1nnc(SCc2ccccc2F)[nH]c1=O,27,3,-1,2,6,0,0,19,-0.8
CC(=O)Nc1cccc(C(=O)Nc2ccccc2N2CCOCC2)c1,-7,6,-1,0,17,0,-2,13,-1.2
CCC(C(=O)Nc1cccc(S(=O)(=O)N(C)c2ccccc2)c1)c1ccccc1 (stereo not given),15,5,-4,24,-3,-2,-3,9,-0.2
O=C(COC(=O)c1ccc(F)cc1F)NC(=O)Nc1ccc2c(c1)OCCO2,15,8,0,21,-24,-1,0,24,2.7
Cc1noc(C)c1COc1ccccc1C(=O)Nc1cccc(S(=O)(=O)N(C)C)c1,-15,20,-2,29,-8,1,2,31,-0.1
Nc1nnc(SCC(=O)NCc2ccc3c(c2)OCO3)s1,18,-1,-6,15,27,-2,-1,2,-2.1
Cc1ccccc1NC(=O)C1C2CCC(O2)C1C(=O)O (stereo not given),12,-19,1,12,-8,-1,0,-3,-0.2
Cc1ccc(S(=O)(=O)c2c(COC(=O)c3ccccc3Cl)c(-c3ccccc3)nn2C)cc1,0,7,-5,13,24,-1,-3,6,-0.6
N[C@@H](Cc1ccccc1)C(=O)N1CCC(C(=O)N[C@@H](CCC(=O)O)C(=O)O)CC1,15,4,0,-1,11,-9,2,8,-1.1
CN(N)c1ccc2c(C(F)(F)F)cc(C(F)(F)F)nc2n1,-2,15,-2,17,-13,0,2,2,0.5
O=C(OCC(=O)N1CCc2ccccc21)c1cccc(S(=O)(=O)N2CCCc3ccccc32)c1,10,4,-3,14,9,0,-2,9,-2.0
CC(OC(=O)Cn1cnc2c1c(=O)n(C)c(=O)n2C)C(=O)Nc1ccc(Cl)cc1 (stereo not given),9,-8,-1,-1,29,·,0,-8,-0.1
Cc1noc(C)c1S(=O)(=O)N1CCC(C(=O)NCCC2=CCCCC2)CC1,9,-3,-1,12,8,1,-3,12,0.6
Cc1ccc(CNC(=O)[C@H](C)NC(=O)C2CCN(C(=O)[C@@H]3CCCN3C(=O)OC(C)(C)C)CC2)cc1,0,7,-2,3,9,1,0,-9,1.1
COc1ccc(CNC(=O)C(=O)NCCC2CCCCN2S(=O)(=O)c2cccs2)cc1 (stereo not given),17,6,1,31,-7,1,-2,16,2.9
Cc1c(Cl)cccc1NC(=O)CCNC(=O)N1CC(=O)Nc2ccccc21,6,-7,-7,-5,3,-1,3,-3,-1.0
C=CCSc1nc2sc3c(c2c(=O)n1-c1ccccc1)CCN(C)C3,28,-49,0,1,7,-2,-3,-21,0.8
Cn1cc(C(=O)C(=O)N2CCCc3ccccc32)c2ccccc21,-2,22,0,36,17,-1,3,28,-0.6
CCCCCn1c(SCCN2CCOCC2)nc2c1c(=O)[nH]c(=O)n2C,17,-5,6,10,24,2,-3,24,-1.6
Cc1ccc(CNC(=O)[C@H](Cc2ccccc2)NC(=O)C2CCNCC2)cc1,6,5,1,7,2,0,-7,-19,-1.6
O=C(/C=C/c1ccc(OC(F)F)cc1)Nc1cccc(S(=O)(=O)NC2=NCCCCC2)c1,10,6,8,7,28,-4,1,7,1.4
Cc1cc(N2CCN(c3ccccn3)CC2)n2cc(-c3ccccc3)nc2n1,0,19,-5,18,24,-4,0,29,0.5
COCCN1C(=O)c2cc(C(=O)Nc3ccc(OC)c(OC)c3)ccc2C1Nc1ccc(OC)c(OC)c1 (stereo not given),13,9,-3,11,11,0,-2,20,1.2
CCOC(=O)N1CCC(N2C(=O)c3ccccc3C2Nc2cc(C(=O)OC)cc(C(=O)OC)c2)CC1 (stereo not given),14,10,-6,0,9,-1,-4,7,0.7
Cc1ccc(S(=O)(=O)N2CCN(CC(=O)N/N=C\C(Cl)=C\c3ccccc3)CC2)cc1,15,20,-4,10,9,-7,-3,10,0.5
COc1ccc(F)c(CN2CCC(N3CCC(C(=O)N4CCOCC4)CC3)CC2)c1,-4,-14,1,8,-23,0,0,14,-1.7
Cc1ccc(C(=O)Oc2ccccc2N2C(=O)C3CCCCC3C2=O)cc1 (stereo not given),3,6,1,39,9,-1,-2,22,-1.8
C/C(CC(=O)Nc1ccccc1[N+](=O)[O-])=N\NC(=O)COc1ccccc1C,-1,1,-2,12,7,0,0,7,-1.3
COc1cccc(NC(=O)Nc2cccc(C(=O)O)c2)c1,16,18,-1,1,42,4,-9,4,-7.8
O=C(CCN1CCN(Cc2ccccc2)CC1)NNC(=O)Cc1ccc(Cl)c(Cl)c1,12,-29,-1,-5,4,-2,-3,-32,-2.1
COc1ccc(NC(=O)CCCN(C)S(=O)(=O)c2ccc(C)cc2)cc1,20,7,0,3,14,6,0,1,0.0
O=C(O)CC12CC3CC(C1)CC(n1ncc(NCC4CCCO4)c(Cl)c1=O)(C3)C2 (stereo not given),8,-1,-3,4,-19,-2,-2,3,-1.8
Cc1cc(/C=N/NC(=O)c2cccs2)c(C)n1-c1cnccn1,10,-3,-3,-5,-15,0,-2,-2,4.1
Cc1cn(C2CC3OCC3O2)c(=O)[nH]c1=O (stereo not given),-12,3,-2,6,37,0,-1,11,3.5
O=C(COC(=O)CNC(=O)c1cccc(F)c1)NCCC1=CCCCC1,9,-5,1,-5,10,3,8,27,0.2
CCn1cc(CNC(=O)C2CCC(=O)N(CCc3cccc(F)c3)C2)cn1 (stereo not given),15,-1,-3,3,17,2,1,-1,-0.6

# A draw from above in order of SMILES length, highest first.
SMILES,NALP3 yeast inh,TIM10 inh,APJ ag,tim23-1 inh,Mdm2 MdmX PPI,GRIN3A LBD mod,UPR XBP1 act,tim10-1 inh,CHOP UPR activ
C/C(CC(=O)Nc1ccccc1[N+](=O)[O-])=N\NC(=O)COc1ccccc1C,-1,1,-2,12,7,0,0,7,-1.3
COc1ccc(F)c(CN2CCC(N3CCC(C(=O)N4CCOCC4)CC3)CC2)c1,-4,-14,1,8,-23,0,0,14,-1.7
O=C(COC(=O)CNC(=O)c1cccc(F)c1)NCCC1=CCCCC1,9,-5,1,-5,10,3,8,27,0.2

# Continued.
SMILES,NALP3 yeast inh,TIM10 inh,APJ ag,tim23-1 inh,Mdm2 MdmX PPI,GRIN3A LBD mod,UPR XBP1 act,tim10-1 inh,CHOP UPR activ
Cc1ccc(S(=O)(=O)N2CCOCC2)cc1NC(=O)COC(=O)c1ccc2c(c1)OCO2,5,-9,1,15,-31,-1,0,13,0.4
O=C(c1nc2nc(-c3ccccc3)cc(C(F)(F)F)n2n1)N1CCCCC1,-2,-2,-4,7,5,0,-3,5,-2.0
COc1ccc(Cl)cc1N(CC(=O)N1CCCC1)S(C)(=O)=O,12,-13,-3,5,34,3,-1,13,-0.6
O=C1CCN(Cc2ccccc2)CCN1[C@H](CSc1ccccc1)c1ccccc1,11,15,7,11,13,1,-2,16,-1.0
COc1ccc(/C=N/NC(=S)NC2CCS(=O)(=O)C2)cc1 (stereo not given),6,1,-1,-8,4,0,0,-10,0.6
CCC(=O)c1ccc(OCC(=O)Nc2nn3cnnc3s2)cc1,21,6,-1,8,-17,-3,-1,19,-0.4
Cc1cc(=O)oc2c(C)c(OCC(=O)NCCCN3CCOCC3)ccc12,3,-12,-2,-21,11,0,-4,-5,-0.4
